Screening data (PubChem)
PTHR1 agonist: qHTS for PTHR1 Agonists: Primary Screen; 410,000 tested, 0.075% active; Parathyroid hormone/parathyroid hormone-related peptide receptor (Homo sapiens), Q03431; Potency, µM (highest dose often 115 µM), without a hit: at the highest dose activation, hits mostly activators; HEK293 GP2 PTHR1 cells, GloSensor cAMP luminescence, 1 h; note: potency is the fitted concentration of half-maximal effect; nearly all actives have a fitted effect of over 55% in size; some results filed as inactive show a strong effect at the top dose; inactives centre near -15; many of its hits are not listed in these tables
Target sequence (Q03431 whole entry, looked up): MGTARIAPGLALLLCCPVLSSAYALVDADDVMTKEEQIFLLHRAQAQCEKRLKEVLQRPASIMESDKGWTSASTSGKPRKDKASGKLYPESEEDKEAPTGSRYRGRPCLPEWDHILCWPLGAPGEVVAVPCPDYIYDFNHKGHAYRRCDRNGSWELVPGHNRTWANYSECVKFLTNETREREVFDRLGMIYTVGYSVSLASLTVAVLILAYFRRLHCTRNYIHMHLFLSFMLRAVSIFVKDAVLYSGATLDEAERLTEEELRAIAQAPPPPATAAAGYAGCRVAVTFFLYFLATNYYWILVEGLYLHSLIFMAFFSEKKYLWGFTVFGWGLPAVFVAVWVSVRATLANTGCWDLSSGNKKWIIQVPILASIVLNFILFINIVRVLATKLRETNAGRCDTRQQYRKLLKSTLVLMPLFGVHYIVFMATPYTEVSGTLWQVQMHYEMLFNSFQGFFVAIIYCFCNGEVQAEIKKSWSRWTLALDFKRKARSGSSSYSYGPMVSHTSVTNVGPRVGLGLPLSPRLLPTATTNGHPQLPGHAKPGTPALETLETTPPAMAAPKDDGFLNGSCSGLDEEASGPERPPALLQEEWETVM
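HEK-293-derived GP2 cells expressing PTHR1 and a GloSensor cAMP reporter, 3,000/well, plated overnight, given luciferin plus IBMX (each 0.5 mM as added) for 1 h at 37 °C, then compound for 1 h at 37 °C. Luminescence was read after 15 min at room temperature.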
Akt phos inh: HTS Assay for Inhibitors of Akt Phophorylation: Primary Screen; activity change, % for hits at 50 µM; Neuro2A IGF-stimulated pAkt S473 HTRF, 20 min; stronger effect = lower value; 360,000 tested, 0.32% active; AID 651550, 2012; in the data active = activity change below about -80%; inconclusive = mostly about -51% to -80%; note: % is set by controls: 0 for no effect and ±100 for the full control effect
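Single-point screen (50 µM final compound) in Neuro2A cells stimulated 20 min with 6 nM IGF at 37 deg C. After lysis, Ser473-phosphorylated Akt read by HTRF (ex 330 nm, em 615/665 nm) as the 665/615 ratio.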
Abeta rescue: qHTS for compounds that reverse cellular toxicity of Amyloid beta (A-beta) peptide in yeast: Primary Screen. yeast expressing A-beta42, growth rescue, OD600, 48 h; response scale: 0% DMSO, 100% iron-clioquinol control. Potency, µM (series often up to 46.1 µM), inactives show at the highest dose growth rescue, usual class: activators. 410,000 tested, 0.063% active. AID 1347071, 2019; note: potency is the fitted concentration of half-maximal effect; nearly all actives have a fitted effect of over 55% in size
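Growth rescue measured by 600 nm absorbance after 48 h yeast culture at 30 C with compound. Values normalized between DMSO and an equimolar ferric chloride plus clioquinol control.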
GLP1R inv ag: qHTS of GLP-1 Receptor Inverse Agonists (Inhibition Mode); Glucagon-like peptide 1 receptor (Homo sapiens), P43220; HEK293 GLP-1R CRE-luciferase, luminescence, 24 h; GLP-1R form is constitutively active; Potency, µM (highest dose often 38.3 µM), inactives show top-dose activity change, negative = inhibition, actives largely listed as inhibitors; 410,000 tested, 1.6% active; note: potency is the fitted concentration of half-maximal effect; % is set by controls: 0 for no effect and ±100 for the full control effect; nearly all actives have a fitted effect of over 55% in size
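HEK293 cells stably co-expressing a cAMP-responsive luciferase reporter and constitutively active GLP-1R were seeded, incubated 12 h, then exposed to compounds for 24 h at 37 C. Luminescence was read 12 min after detection reagent; inverse agonists lower signal.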
GLP1R ag: qHTS of GLP-1 Receptor Agonists | HEK293 GLP-1R CRE-luciferase, luminescence, 4-6 h; cells express a hypersensitive GLP-1R form | Potency, µM (titrated, usually from 45.6 µM), for inactives: top-dose activation, usual class: activators | 380,000 tested, 0.007% active | AID 624172, 2012; note: potency is the fitted concentration of half-maximal effect; % of control where 0% means no effect
FUS yeast rescue: qHTS for Suppressors of FUS Proteinopathy: Primary screen using FUS-linked yeast assay | S. cerevisiae FUS-expressing, growth rescue, OD600, 24 h | 390,000 tested, 0.24% active | Potency, µM (doses to about 76.6 µM), without a hit: top-dose growth rescue (activation), most hits filed as activators;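 note: potency is the fitted concentration of half-maximal effect; plate controls were DMSO vehicle for no effect and reference control for full effect; nearly all actives have a fitted effect of over 55% in size; some results filed as inactive show a strong effect at the top dose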
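Read-out: OD at 600 nm after 24hr at 30C, reporting rescue of FUS-induced yeast toxicity. Cells at OD 0.005 in galactose (2%) minimal medium; compounds tested in a dilution series; CP55940 titration from 92uM final as control.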
aSyn yeast inh: qHTS of alpha-syn Inhibitors | Yeast expressing alpha-synuclein, growth rescue, BacTiter-Glo, 24 h | Potency, µM (top dose mostly 46.1 µM), for the others: top-dose growth rescue (activation), actives largely listed as activators | 370,000 tested, 0.14% active; note: potency is the fitted concentration of half-maximal effect; % of control where 0% means no effect; nearly all actives have a fitted effect of over 65% in size
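Screening used galactose-induced yeast with toxic alpha-synuclein levels, exposed to compound for 24 hr at 30 deg C. Cell growth, read with BacTiter-Glo luminescence, gave the measured signal.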
TDP43 rescue: qHTS of TDP-43 Inhibitors; AID 652104, 2013; 410,000 tested, 1.8% active; Potency, µM (titrated, usually from 46.1 µM), inactives show at the highest dose growth rescue (activation), hits mostly activators; TDP-43 expressing yeast growth rescue, BacTiter-Glo, 24 h; note: potency is the fitted concentration of half-maximal effect; % of control where 0% means no effect; nearly all actives have a fitted effect of over 50% in size
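Readout is BacTiter-Glo luminescence of cell growth, so inhibitors register as activators. TDP-43-expressing yeast at OD600=0.02 in galactose medium, after raffinose pregrowth to mid-log, were incubated with compound for 24 hr at 30 deg C.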
DRD3 antagonist: qHTS of D3 Dopamine Receptor Antagonist: qHTS. D(3) dopamine receptor (Homo sapiens), P35462. D3R cells, DiscoveRx beta-arrestin luminescence, antagonist mode; stronger effect = lower value. max response, negative = inhibition, %. 360,000 tested, 2.5% active. AID 652054, 2013; in the data active = max response below about -50%; inconclusive = no clear call, values can overlap the other calls; note: % is set by controls: 0 for no effect and ±100 for the full control effect; mostly tested at two doses, the higher about 12 µM
Target sequence (P35462 whole entry, looked up): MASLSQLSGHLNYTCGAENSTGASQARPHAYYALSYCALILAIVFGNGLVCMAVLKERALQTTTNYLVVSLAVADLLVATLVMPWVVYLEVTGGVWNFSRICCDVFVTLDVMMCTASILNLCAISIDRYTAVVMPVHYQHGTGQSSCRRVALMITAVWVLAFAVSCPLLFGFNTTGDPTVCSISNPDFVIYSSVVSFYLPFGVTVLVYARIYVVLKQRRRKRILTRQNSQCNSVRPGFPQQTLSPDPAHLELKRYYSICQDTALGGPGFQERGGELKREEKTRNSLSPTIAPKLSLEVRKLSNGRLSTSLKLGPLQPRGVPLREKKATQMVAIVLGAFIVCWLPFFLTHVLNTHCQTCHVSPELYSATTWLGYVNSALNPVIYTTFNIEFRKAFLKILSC
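Cells expressing the human receptor were seeded at 1500 cells/well, incubated overnight at 37 degrees C in 5% CO2, then exposed to library compounds with dopamine controls for 90 minutes at 37 degrees C before luminescent detection.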
Active calls of the source: *; i = inactive; ? = inconclusive; / = no result given; [ ] = another dose, or the depositor's remark. Unless noted, calls come from the whole dose curve; as a rule, active = well fitted curve in the direction sought with a large enough effect; inconclusive = small, poorly fitted or top-dose-only effect, or another doubt; inactive = no such curve, though single readings can be large; an effect the other way counts as inactive or inconclusive.

Results follow in this order: PTHR1 agonist, Akt phos inh, Abeta rescue, GLP1R inv ag, GLP1R ag, FUS yeast rescue, aSyn yeast inh, TDP43 rescue, DRD3 antagonist
> COc1ccc(CNC(=O)CN2CCN(c3ccc(F)cc3)CC2)cc1
  i, i, 7%, ?, 10%, -23%, 1%, 25%, 20
> COc1ccccc1C(=O)NCCNc1ccc([N+](=O)[O-])cc1Cl
  i, i, 9%, 8%, 33%, -6%, 0%, 23%, 5
> COCC(=O)N(C)c1nnc(-c2cnccn2)s1
  i, i, 6%, 14%, -6%, 19%, -3%, 12%, 9
> CCOc1ccc(C(=O)Nc2cccc(-c3nc4ccccc4[nH]3)c2C)cc1[N+](=O)[O-]
  -6%, i, 3%, ?, 0%, 37%, 1%, -5%, ?
> NC(=O)NOCc1ccc(F)cc1Cl
  -10%, i, 1%, 21%, 15%, -25%, 0%, -6%, 9
> CC(C)C1C(=O)N(Cc2cn(CCC3OCCO3)nn2)CCS(=O)(=O)N1Cc1ccc(-c2ccncc2)cc1 (stereo unspecified)
  -24%, i, -4%, 2%, 0%, 9%, -2%, 18%, -5
> CCOc1ccc(-c2cc(NC(=O)c3cccc(Cl)c3)c(C(=O)OC)s2)cc1
  19%, /, -11%, 9%, /, -17%, /, -5%, /
> COc1cc(OC)cc(C(=O)NCC(=O)OCC(=O)c2ccc3c(c2)-c2ccccc2C3)c1
  i, i, -3%, 3%, 4%, 21%, 3%, ?, 9
> Cc1ccc(-n2ccnc2SCC(=O)O)cc1C
  i, i, -1%, 2%, -5%, -2%, 2%, -14%, -4
> Cc1cc2ccccc2n1CCNC(=O)c1ccc(S(=O)(=O)N2CCOCC2)cc1
  -19%, i, 11%, -26%, 4%, 23%, -1%, -14%, 11
> COc1cc(OC)c(NC(=O)C2CCCN2C(=O)OCc2ccccc2)cc1Cl (stereo unspecified)
  i, i, 12%, 4%, 15%, 26%, 0%, 7%, 2
> Cc1cccc(C)c1N(CC(=O)N1CCCC1)S(C)(=O)=O
  i, i, 2%, 8%, -3%, -6%, -17%, -9%, -3
> COc1ccccc1NC(=O)Nc1ccnn1C1CCN(C(=O)c2cscn2)CC1
  i, /, 3%, 9%, -2%, -20%, -18%, 10%, -1
> COc1ccc(OC)c(NC(=O)Cn2c(=O)n(Cc3ccco3)c(=O)c3cc(OC)c(OC)cc32)c1
  -5%, /, 1%, 0%, -1%, 6%, /, 0%, /
> CC(C)Cn1c(N)c(C(=O)COC(=O)/C=C/c2ccccc2)c(=O)n(C)c1=O
  -34%[inhibitor], i, -1%, ?, 0%, 8%, -6%, 8%, 7
> COCCN(C(=S)Nc1cccc(OC)c1)C1CCN(C(C)=O)CC1
  -22%, i, 0%, 1%, -5%, /, -3%, -8%, -4
> COc1ccc(C(=O)NCC(=O)NCc2cc(=O)n(C)c(=O)n2C)cc1
  -14%, i, 6%, 8%, 3%, -10%, -4%, 2%, -8
> O=C(Nc1ccc(Br)cc1)C1CC=CCC1C(=O)OCC1CCCO1 (stereo unspecified)
  i, i, -18%, 26%, 13%, 56%, 1%, -14%, -6
> Cc1ccc(N2CCN(S(=O)(=O)c3cccs3)CC2C)cc1 (stereo unspecified)
  -38%[inhibitor], i, -10%, ?, 10%, 8%, ?, 13%, -6
> Cc1ccc(-c2n[nH]c(=S)n2/N=C/C=C\c2ccccc2[N+](=O)[O-])cc1
  i, i, 10%, -4%, 5%, /, 0%, 23%, -5
> Cc1ccc(CCc2nnc(SCC(=O)Nc3cc(Cl)ccc3Cl)n2-c2ccccc2)o1
  -22%, i, 7%, ?, -3%, /, 8%, ?, -6
> COc1cccc(NC(=O)N(Cc2c[nH]c3ccccc23)C2CCCCC2)c1
  -23%, /, 23%, ?, -6%, ?, /, ?, /
> CCOC(=O)C1CCCN(C(=O)c2sc3nc(C)nc(N4CCOCC4)c3c2C)C1 (stereo unspecified)
  -13%[57.5 µM], i, 11%, 57%[activator], 0%, 10%, 1%, -4%, 10
> Nc1c(Cl)cc2c(c1Br)Cc1ccccc1-2
  -2%, i, 0%, 14%, 17%, -8%, 0%, -10%, 6
> CCOc1cc(-c2nc(-c3ccc(C)nc3OC)no2)cc(OCC)c1OCC
  i, i, -8%, 4%, 1%, /, 4%, 0%, 7
> CCN(CC(=O)NCc1cccs1)C(=O)c1ccc(-c2ccccc2F)o1
  -18%, i, -9%, -28%, -2%, /, -1%, 17%, 24
> Cc1ncsc1CCOC(=O)c1cccnc1
  -4%[57.5 µM], i, -4%, 0%, 0%, 7%, 2%, 3%, -9
> O=C1c2cnc3nc(SCc4ccccc4)nn3c2CC2c3ccccc3CCN12 (stereo unspecified)
  -42%[inhibitor], ?, ?, 8%, -14%, 6%, 3%, 0%, -13
> O=C(Nc1cccc(Cl)c1)c1csnn1
  i, /, -43%, 9%, /, 14%, /, 21%, /
> CCCCNC(=O)[C@@H]1CC=C[C@@H]2CCN(Cc3ccc(Cl)c(Cl)c3)C(=O)[C@@H]21
  i, i, 9%, -3%, 3%, 13%, 7%, 20%, 19
> CCSc1nnc(NC(=O)NCC(F)(F)F)s1
  i, i, 1%, -10%, 3%, -3%, 1%, -7%, -83*
> CCOC(=O)c1c(C)[nH]c(C(=O)NNC(=O)c2ccccc2F)c1C
  i, i, 18%, 3%, -2%, 7%, -1%, 25%, 17
> CCN(C(=O)COc1ccc(C(C)=O)cc1)c1cccc2ccccc12
  i, i, 3%, ?, 2%, 26%, 5%, 20%, -72*
> Cc1ccc(Cl)cc1N1CCN(S(=O)(=O)c2ccc3[nH]c(=O)c(=O)[nH]c3c2)CC1
  i, i, -5%, 0%, 7%, 20%, 4%, -18%, -19
> COc1cnc(-c2ccccn2)nc1Sc1ccc(Cl)cc1
  i, i, ?, 0%, 1%, 17%, -6%, 14µM*, -99*
> Cc1ccc(NC(=O)C2CCN(S(=O)(=O)c3cnc[nH]3)CC2)nc1
  i, i, -3%, 6%, -9%, 2%, -2%, 5%, 5
> Cc1c(/C=C/C(=O)c2ccc(Cl)s2)cnn1C
  -33%[inhibitor], i, -32%[inhibitor], 6%, -7%, -4%, 3%, 13µM*, 12
> CCN(CC)CCN(Cc1cc2cc3c(cc2[nH]c1=O)OCCO3)C(=S)NCCCN(C)C
  10%, i, -6%, -14%, 13%, -17%, -9%, -1%, -15
> CCOC(=O)[C@H]1[C@H]2COc3ccc(Br)cc3[C@@H]2N2C(=O)c3ccc(F)cc3NC(=O)[C@@]12C
  -17%, i, -5%, ?, -1%, 0%, -10%, 4%, ?
> O=C(NCCCO)C(=O)Nc1ccc2c(c1)N(S(=O)(=O)c1cccs1)CCC2
  i, i, 7%, -13%, -2%, 5%, 0%, 17%, 13
> CC1(C)Cc2cccc(OCC(=O)NCc3ccccc3)c2O1
  -31%[inhibitor], i, /, ?, -9%, 1%, 10%, 15%, -18
> Cc1ccc(NC(=O)COC(=O)c2cccnc2)c(C)c1
  i, i, -4%, 19%, 7%, -5%, -1%, 6%, 2
> Cc1cccc(-c2nc(SCC(=O)Nc3ccc4c(c3)OCCO4)c(-c3ccccc3)[nH]2)c1
  -51%[inhibitor], /, 14%, ?, /, ?, /, 35µM*, /
> Nc1cccc2c1C(=O)N(C(=O)c1ccc(S(=O)(=O)N3CCCCCC3)cc1)C2=O
  -21%[57.5 µM], i, -4%, 2%, -5%, 16%, -1%, -7%, -18
> Cn1c(SCC(=O)Nc2nnc(-c3ccccc3)o2)nnc1C1CC1
  -1%, i, 3%, 8%, -8%, 4%, 1%, 14%, 9
> CCOC(=O)N1CCC(N(CCN(C)C)C(=S)Nc2ccc(F)c(Cl)c2)CC1
  -22%, i, -9%, ?, 7%, 7%, -8%, 13%, -12
> C#CCSc1nc(-c2ccccc2)cc(C(F)(F)F)c1C#N
  -6%[57.5 µM], i, 1%, 0%, -1%, 25%, 2%, 9%, 21
> O=S(=O)(Cc1ccccc1Cl)Nc1ccccn1
  i, i, -1%, 0%, -2%, 19%, -6%, -10%, 9
> CCCCn1c2c(c(=O)n(C)c1=O)C(c1ccc(OC)cc1)N1CCCCCC1=N2 (stereo unspecified)
  -5%[57.5 µM], i, 0%, ?, 13%, 42%, 11%, 7%, -12

No new results follow: six of the compounds above.
Results follow in this order: PTHR1 agonist, Akt phos inh, Abeta rescue, GLP1R inv ag, GLP1R ag, FUS yeast rescue, aSyn yeast inh, TDP43 rescue, DRD3 antagonist
> Nc1cccc2c1C(=O)N(C(=O)c1ccc(S(=O)(=O)N3CCCCCC3)cc1)C2=O
  -21%[57.5 µM], i, -4%, 2%, -5%, 16%, -1%, -7%, -18
> Cn1c(SCC(=O)Nc2nnc(-c3ccccc3)o2)nnc1C1CC1
  -1%, i, 3%, 8%, -8%, 4%, 1%, 14%, 9
> CCOC(=O)N1CCC(N(CCN(C)C)C(=S)Nc2ccc(F)c(Cl)c2)CC1
  -22%, i, -9%, ?, 7%, 7%, -8%, 13%, -12
> C#CCSc1nc(-c2ccccc2)cc(C(F)(F)F)c1C#N
  -6%[57.5 µM], i, 1%, 0%, -1%, 25%, 2%, 9%, 21
> O=S(=O)(Cc1ccccc1Cl)Nc1ccccn1
  i, i, -1%, 0%, -2%, 19%, -6%, -10%, 9
> CCCCn1c2c(c(=O)n(C)c1=O)C(c1ccc(OC)cc1)N1CCCCCC1=N2 (stereo unspecified)
  -5%[57.5 µM], i, 0%, ?, 13%, 42%, 11%, 7%, -12

Only part of the results is shown; count on the stated rates, not on these rows.
